Screening data as filed in PubChem.
POLB inh: qHTS Assay for Inhibitors of DNA Polymerase Beta; P06746; Pol beta primer extension/strand displacement, fluorescence kinetic; Potency, µM (series often up to 114 µM), without a hit: at the highest dose activity change, negative = inhibition, most hits filed as inhibitors; hit rate 1.3% among 340,000; also: potency is read from the fitted curve at half-maximal effect; % is scaled to controls: 0 for no effect and ±100 for the full control effect
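Pol beta (10 nM) and compounds were preincubated 15 min at room temperature, then 50 nM substrate (final) started primer extension/strand displacement. Reads were taken at 0 and 10 min; concentration-response data were fitted to a four-parameter Hill equation.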
BLM inh: qHTS Assay for Inhibitors of Bloom's syndrome helicase (BLM). Potency, µM (titrated, usually from 56.1 µM), without a hit: at the top dose activity change, negative = inhibition, most hits filed as inhibitors. recombinant BLM DNA unwinding, fluorescence dequenching. hit rate 0.2% among 350,000;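 also: potency is read from the fitted curve at half-maximal effect; plate controls were vehicle for no effect and no enzyme for full effect; nearly all actives have a fitted effect of over 35% in size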
Apoferritin bind: qHTS Assay for Identification of Novel General Anesthetics. Ferritin light chain (Equus caballus), P02791. apoferritin/1-aminoanthracene competitive binding, fluorescence. Potency, µM (titrated, usually from 77.5 µM), for inactives: at the top dose activity change, negative = displacement, usual class: inhibitors. hit rate 0.074% among 350,000; also: potency is read from the fitted curve at half-maximal effect; % is scaled to controls: 0 for no effect and ±100 for the full control effect; nearly all actives have a fitted effect of over 20% in size
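Probe: 1-aminoanthracene (50% saturated, PBS). Protein: horse-spleen apoferritin, 10 uM. Incubation: 10 min, room temperature. Detection: 380 nm excitation, 535 nm emission. Analysis: normalized response, four-parameter Hill.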
RXFP1 antag: qHTS Assay for Antagonists of the Relaxin Receptor RXFP1. hit rate 0.59% among 350,000. activity change, negative = inhibition, % at 57.5 µM. HEK293-RXFP1, relaxin-stimulated cAMP HTRF, 30 min; stronger effect = lower value. Relaxin receptor 1 (Homo sapiens), Q9HBX9;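 active = activity change of -60% or lower, but not beyond a set lower limit; inconclusive = change between -60% and -40%, or beyond the set limit; inactive = change above -40%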; also: % is scaled to controls: 0 for no effect and ±100 for the full control effect
POLH inh: qHTS for Inhibitors of Polymerase Eta. DNA polymerase eta (Homo sapiens), Q9Y253. recombinant Pol eta, fluorescent DNA replication assay. Potency, µM (highest dose often 114 µM), inactives show top-dose activity change, negative = inhibition, actives largely listed as inhibitors. hit rate 1.2% among 390,000; also: potency is read from the fitted curve at half-maximal effect; % is scaled to controls: 0 for no effect and ±100 for the full control effect
Target sequence (Q9Y253 whole entry, looked up): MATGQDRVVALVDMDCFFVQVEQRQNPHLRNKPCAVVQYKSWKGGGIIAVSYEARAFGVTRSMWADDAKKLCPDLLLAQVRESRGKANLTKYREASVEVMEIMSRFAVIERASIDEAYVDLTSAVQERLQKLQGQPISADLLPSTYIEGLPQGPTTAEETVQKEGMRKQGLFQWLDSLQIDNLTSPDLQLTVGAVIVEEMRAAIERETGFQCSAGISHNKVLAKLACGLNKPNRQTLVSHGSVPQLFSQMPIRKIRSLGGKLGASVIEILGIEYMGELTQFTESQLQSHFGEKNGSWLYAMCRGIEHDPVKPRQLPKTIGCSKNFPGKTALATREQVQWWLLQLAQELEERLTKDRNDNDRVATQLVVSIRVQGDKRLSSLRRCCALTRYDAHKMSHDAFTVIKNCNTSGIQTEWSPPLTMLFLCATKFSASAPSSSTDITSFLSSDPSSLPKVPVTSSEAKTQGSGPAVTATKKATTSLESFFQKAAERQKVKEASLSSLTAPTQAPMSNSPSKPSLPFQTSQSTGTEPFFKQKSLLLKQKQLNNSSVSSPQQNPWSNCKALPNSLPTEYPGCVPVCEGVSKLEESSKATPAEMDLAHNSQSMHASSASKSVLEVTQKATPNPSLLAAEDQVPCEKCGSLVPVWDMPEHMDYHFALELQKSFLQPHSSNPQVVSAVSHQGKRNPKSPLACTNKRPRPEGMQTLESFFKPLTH
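Fluorescent replication assay: 50 nM final substrate added after a 15 min room-temperature compound preincubation with 10 nM enzyme. Signal taken at 0 min and again at 10 min.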
Pol iota inh: qHTS for Inhibitors of Polymerase Iota. DNA polymerase iota (Homo sapiens), Q9UNA4. Pol iota fluorescent replication assay, 10 min. Potency, µM (doses to about 115 µM), for inactives: top-dose activity, negative = inhibition, hits mostly inhibitors. hit rate 1% among 390,000. AID 588590, 2011; also: potency is read from the fitted curve at half-maximal effect
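Pol iota at 10 nM preincubated 15 min with compounds at room temperature; reaction started with fluorescent substrate, 50 nM final. Fluorescence read kinetically at 0 and 10 min; buffer-only wells as negative control.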
APE1 inh: qHTS Assay for Inhibitors of the Human Apurinic/apyrimidinic Endonuclease 1 (APE1) | Potency, µM (series often up to 65.8 µM), for the others: top-dose activity change, negative = inhibition, most hits filed as inhibitors | hit rate 0.35% among 350,000 | DNA repair nuclease/redox regulator APEX1 (Homo sapiens), P27695 | recombinant APE1, TAMRA/BHQ-2 abasic DNA cleavage fluorescence;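 also: potency is read from the fitted curve at half-maximal effect; plate controls were vehicle for no effect and reference inhibitor for full effect; nearly all actives have a fitted effect of over 55% in size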
Target sequence (P27695 whole entry, looked up): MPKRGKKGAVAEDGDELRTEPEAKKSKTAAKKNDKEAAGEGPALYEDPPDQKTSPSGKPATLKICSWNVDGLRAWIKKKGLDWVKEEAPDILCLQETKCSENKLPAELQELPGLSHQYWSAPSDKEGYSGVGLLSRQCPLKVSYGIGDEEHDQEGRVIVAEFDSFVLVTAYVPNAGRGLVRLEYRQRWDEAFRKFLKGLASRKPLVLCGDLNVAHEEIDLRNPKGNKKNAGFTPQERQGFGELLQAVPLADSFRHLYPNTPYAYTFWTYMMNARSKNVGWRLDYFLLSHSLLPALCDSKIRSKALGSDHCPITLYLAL
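Kinetic fluorescence read (525 ex/598 em nm, three reads 60 s apart) of AP-site incision; signal = third minus first read. Enzyme 0.75 nM, dual-labelled THF duplex 50 nM, compound preincubation 15 min RT.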
Tb PGK inh: qHTS Assay to Find Inhibitors of Phosphoglycerate Kinase. Phosphoglycerate kinase, glycosomal (Trypanosoma brucei brucei), P07378. PGK/GAPDH coupled, Kinase-Glo luminescence, 60 min. Potency, µM (highest dose often 57.5 µM), for the others: at the highest dose activity change, negative = inhibition, hits mostly inhibitors. hit rate 0.043% among 380,000; also: potency is read from the fitted curve at half-maximal effect; % is scaled to controls: 0 for no effect and ±100 for the full control effect; nearly all actives have a fitted effect of over 60% in size
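Recombinant glycosomal PGK reaction used 1,3-bisphosphoglycerate generated in-well by GAPDH (100nM final) in 100mM TEA pH 7.6, 5mM MgCl2, 0.01% Tween-20. After 60 minutes at room temperature, ATP was read by Kinase-Glo Plus luminescence end-point.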
Pol kappa inh: qHTS for Inhibitors of Polymerase Kappa; DNA polymerase kappa (Homo sapiens), Q9UBT6; purified Pol kappa, fluorescent DNA synthesis assay, 10 min; Potency, µM (series often up to 107 µM), for the others: at the highest dose activity, negative = inhibition, usual class: inhibitors; hit rate 0.53% among 400,000; AID 588579, 2011; also: potency is read from the fitted curve at half-maximal effect; % is scaled to controls: 0 for no effect and ±100 for the full control effect
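50 nM final substrate added after 15 min RT preincubation of 10 nM Pol kappa with compound; fluorescence read at 0 and 10 min.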
Starred values were filed as active, the others as inactive; i = inactive; ? = inconclusive; nt = no result given; [ ] = remark or other dose. Unless noted, calls follow the shape of the dose curve; as a rule, active = well fitted curve in the direction sought with a large enough effect; inconclusive = small, poorly fitted or top-dose-only effect, or another doubt; inactive = no such curve, though single readings can be large; an effect the other way counts as inactive or inconclusive. Not all compounds are listed, so the mix of outcomes need not match the whole.

Fields: POLB inh | BLM inh | Apoferritin bind | RXFP1 antag | POLH inh | Pol iota inh | APE1 inh | Tb PGK inh | Pol kappa inh
- COc1ccccc1C(=O)NCC(=O)OC(C)C(=O)N1CCOCC1 (stereo not given)
→ nt | nt | nt | -8 | -10% | 35%[activator] | 8% | -5% | -19%
- COc1ccc(C(C)=O)cc1CSc1nc(Nc2ccc(F)c(F)c2)c2ccccc2n1
→ 10% | 2% | ? | 7 | -20% | 19% | nt | -9% | -1%[60.1 µM]
- Cc1cc(S(=O)(=O)N(Cc2ccc(C(C)C)cc2)CC2CCCO2)ccc1-n1cnnn1 (stereo not given)
→ 1% | -14% | 10% | -10 | -17% | 17% | -3% | 9% | -10%
- COC(=O)C1CCCCN1C(=O)c1ccc(OC2CCN(C(C)=O)CC2)c(OC)c1 (stereo not given)
→ 35% | 0% | -11% | -8 | -16% | -5% | 27% | -11% | -4%
- Cn1c(=O)c2[nH]c(SCCN)nc2n(C)c1=S
→ nt | nt | nt | -6 | -4% | 10% | nt | -10% | -3%
- Cc1ccc(O)c(NC(=O)c2cccc(NC(=O)c3ccco3)c2)c1
→ 6% | -14% | ? | 2 | -11% | 10% | -2% | -11% | -5%
- NC(=O)c1c(NC(=O)C(=O)NCCCN2CCOCC2)sc2c1CCCC2
→ 25% | 4% | -5% | 2 | 4% | 18% | 14% | -1% | 9%
- Cc1nc2ccc(S(=O)(=O)NCC(=O)NCCN3CCCCCC3)cc2s1
→ 0% | 6% | -11% | -22 | -12% | -1% | 0% | -1% | -4%
- CCn1c(SCC(=O)OC)nc2cc(S(=O)(=O)N3CCOCC3)ccc21
→ nt | nt | nt | -14 | -25% | 18% | 20% | -8% | -10%
- O=C(NCCCN1CCOCC1)c1cc(-c2cccs2)on1
→ 53% | 0% | -8% | -17 | -7% | -22% | 4% | -9% | -7%
- CCOc1cc2[nH]c(=S)n(CCC(=O)N3CCc4ccccc4C3)c(=O)c2cc1OCC
→ 14% | -2% | -4% | -19 | 6% | ? | 5% | -7% | -7%
- CCN1CCN(Cc2nc3cc(NC(=O)c4ccccc4[N+](=O)[O-])ccc3n2CC)CC1
→ 21% | -1% | 6% | -2 | -1% | 17% | nt | 2% | -7%
- Cc1cccc(-c2nc(C#N)c(N3CCCCC3)o2)c1
→ 0% | -4% | -3% | 1 | 1% | 14% | 22% | -1% | -8%[60.1 µM]
- CCc1ccc(NC(=O)N2CCN(c3ccccc3)CC2)cc1
→ 3% | -13% | -14% | -5 | -6% | 11% | 2% | -2% | -12%
- Cc1ccc2nc(NC(=O)C3CCN(S(=O)(=O)c4cccnc4)CC3)sc2c1
→ 9% | -1% | -22% | nt | -10% | 17% | ? | -9% | -1%
- COc1cccc(CN(C)C(=O)c2ccc(S(=O)(=O)Nc3ccccc3F)cc2)c1OC
→ nt | nt | nt | -7 | -13% | 12% | -7% | 8% | -7%
- CCC(Sc1nc2nccnc2c(=O)n1Cc1ccc(Cl)cc1)C(=O)NC1CCCCC1 (stereo not given)
→ 19% | -2% | -8% | -2 | -4% | 15% | nt | -6% | -7%
- CN1CCN(S(=O)(=O)c2ccc(Cl)s2)CC1
→ -27% | -5% | -10% | -1 | -15% | 40%[activator] | -30% | i | 5%
- CC(=O)Nc1ccc(S(=O)(=O)CCC#N)cc1
→ 11% | 3% | 14% | 5 | 7% | 8% | 0% | 0% | -11%
- CCN(CC(=O)Nc1c(F)cccc1F)C(=O)c1cc(S(=O)(=O)N(CC)CC)ccc1N1CCCCC1
→ 22% | -2% | -17% | -4 | -10% | -9% | ? | -3% | -1%
- CC1=NN(C(=O)c2ccccc2Cl)C(O)(c2cccnc2)C1 (stereo not given)
→ 5% | 3% | -4% | 11 | -1% | 12% | 25% | -2% | -9%
- Nc1nc(CSc2nc3ccccc3[nH]2)nc(N2CCOCC2)n1
→ 1% | 1% | 13% | -1 | -11% | -2% | 11% | i | -6%
- C[C@@H](NC(=O)c1nc[nH]c1C(=O)N[C@H](C)c1ccccc1)c1ccccc1
→ nt | nt | nt | nt | -15% | 3% | -13% | -1% | -1%
- O=c1c(-c2cnn(-c3ccccc3)c2)coc2cc(O)ccc12
→ -11% | 0% | -15% | ? | -7% | 102%[activator] | -3% | i | -3%
- COc1ccc(CNCCCO)cc1OC
→ ? | -5% | 0% | -27 | -3% | 28% | 0% | nt | 6%
- Cc1nc(-c2ccccc2)sc1C1(C)CC(c2ccccc2F)=NO1 (stereo not given)
→ nt | nt | nt | nt | -5% | -7% | nt | -5% | -2%
- CCn1c(C)csc1=NC(=O)c1ccccc1O
→ -10% | -2% | -13% | 16 | 0% | 17% | 1% | nt | -6%
- CC(=O)Nc1ccc(NC(=O)c2cc3sccc3n2Cc2ccc(Cl)cc2)cc1
→ 22% | -7% | 2% | nt | 2% | 23% | nt | -7% | -5%
- COc1ccccc1C(O)(c1ccccc1)C(CN1CCOCC1)c1ccccc1 (stereo not given)
→ -4% | -5% | -9% | -4 | -24% | 10% | 7% | 2% | -19%
- CCOc1ccc(C(=O)NNC2CC(=O)N(CCc3ccccc3)C2=O)cc1OC (stereo not given)
→ 13% | 5% | -6% | 0 | -18% | 2% | 1% | i | -2%
- C/C(=N\Nc1ccc(Cl)c(C(=O)O)c1)c1ccc[nH]1
→ 32µM* | -3% | -7% | 7 | 14µM* | 45µM* | ? | ? | 45µM*
- COc1ccc(NC(=O)c2csc(Cc3ccc(Cl)cc3)n2)cc1
→ 18% | -10% | -4% | 8 | -19% | 25% | 6% | -10% | -6%
- CCN(CC(=O)Nc1c(F)cccc1F)C(=O)CSc1ccc(F)cc1
→ nt | nt | nt | 21 | -12% | 40%[activator] | 8% | i | 1%
- COc1ccc(C(CNC(=O)c2cc(S(=O)(=O)N3CCN(c4ccccc4)CC3)ccc2Cl)N(C)C)cc1 (stereo not given)
→ nt | nt | nt | -15 | -17% | -12% | -6% | -10% | 3%
- C#CC(C)(CC)NC(=O)c1cc(OC)c(OC)c(OC)c1 (stereo not given)
→ 48% | -3% | -12% | -2 | 4% | 0% | 3% | 7% | 1%
- COc1ccccc1C(=O)Nc1nc(-c2ccc(S(=O)(=O)N3CCOCC3)cc2)cs1
→ ? | -2% | -17% | -8 | 0% | 11% | 2% | -8% | -11%
- CSCCC(NC(=O)c1ccco1)C(=O)OCC(=O)N(Cc1ccccc1)C(C)(C)C (stereo not given)
→ nt | nt | nt | -5 | -23% | 11% | 14% | -6% | -13%
- O=C(C1CCN(S(=O)(=O)c2cnc[nH]2)CC1)N(CCc1ccccc1)Cc1ccccc1
→ 8% | -3% | -12% | 1 | -3% | -1% | 5% | -2% | -6%
- Cc1cccc(NS(=O)(=O)c2cccs2)n1
→ 19% | -3% | -7% | 12 | 13% | 10% | 12% | nt | -3%
- Cc1ccc(C)c(C(=O)COC(=O)c2cc([N+](=O)[O-])ccc2NCCO)c1
→ -11%[57.1 µM] | -6% | -19% | -3 | -15% | 8% | -6% | -1% | -3%
- COCCOc1cc(Nc2nnc(C(F)(F)F)s2)c(Cl)cc1Cl
→ 0% | 0% | -21% | -3 | 7% | 5% | -3% | 0% | -10%
- O=C(COC(=O)c1n[nH]c2ccccc12)NC(=O)NCc1ccco1
→ ? | -2% | ? | 5 | ? | ? | -8% | 2% | -15%
- CCCCOC(=O)Cn1c(=N)n(CCC)c2ccccc21
→ 32% | 1% | -11% | -7 | -16% | 14% | 3% | 1% | 1%
- CC1CCCN(CC(O)COC(c2ccccc2)c2ccccc2)C1 (stereo not given)
→ 21% | -1% | -21% | -5 | -19% | 13% | -1% | i | -3%
- CSc1nc(NCc2ccccc2)c2c3c(sc2n1)CN(C)CC3
→ -6% | -4% | -2% | 5 | 8% | -13% | -3% | -3% | -1%
- O=C1c2cccc3cc(Br)cc(c23)C(=O)N1Nc1ccccc1
→ -11% | 2% | ? | -3 | 6% | 6% | -3% | -1% | -15%
- Cc1ccc(C(C)(C)C)cc1S(=O)(=O)N1CC(=O)Nc2ccccc21
→ 6% | -9% | -19% | ? | -3% | -23% | -12% | 2% | -14%
- CCc1ccc(OCC(=O)Nc2ccc(-c3nc4ccccc4o3)c(O)c2)cc1
→ 2.2µM* | -1% | -3% | -8 | ? | 0% | 1% | -13% | -15%
- CCN(CC)C(=O)Cn1c(=O)n(CCCCCC(=O)NCc2ccc3c(c2)OCO3)c(=O)c2sccc21
→ 33% | -11% | 4% | 6 | -10% | -5% | nt | 1% | -13%
- Cc1cc(C(=O)N2CCc3ccccc3C2)on1
→ 3% | -1% | -18% | nt | -8% | ? | 31% | -3% | -14%
- COc1cc2cc(CN(Cc3cccs3)C(=S)Nc3ccccc3)c(=O)[nH]c2cc1OC
→ 14% | -7% | 2% | -1 | -14% | 8% | -2% | -6% | -9%
- CCCc1nc2ccccc2[nH]1
→ -28% | -2% | -7% | -1 | -9% | 47%[activator] | 1% | -7% | 0%
- O=S(=O)(NCCCCCNS(=O)(=O)c1c(F)cccc1F)c1ccc2c(c1)OCCO2
→ nt | nt | nt | nt | -11% | 12% | 30% | i | 1%
- CCC(c1nnnn1Cc1ccco1)N(Cc1cc2cc(C)cc(C)c2[nH]c1=O)CC1CCCO1 (stereo not given)
→ -3% | -10% | -14% | 5 | -17% | 2% | -8% | 3% | -7%
- O=S(=O)(NCc1ccc2c(c1)OCO2)c1cccc(F)c1
→ 21% | 0% | -12% | -14 | -20% | 90%[activator] | -6% | -3% | -5%
- CC(C(=O)O)n1nnc2ccccc21 (stereo not given)
→ 3% | -6% | 19% | -5 | -6% | -17% | 0% | -9% | -7%
- COc1ccc(Nc2ncnc3c2c(-c2ccccc2)cn3-c2ccc(C)c(Cl)c2)cc1OC
→ 0% | -4% | -11% | 13 | -7% | 30% | nt | -7% | -6%[60.1 µM]
